GALK inh – blocks human galactokinase activity; 270,000 compounds, 0.007% hits; Purified GALK, Kinase-Glo residual ATP luminescence; AID 1868; Potency, µM (doses to about 57.5 µM), inactives show at the top dose activity change, negative = inhibition, actives largely listed as inhibitors; further: potency means the concentration at half of the fitted maximal effect; on the % scale 0 is the no-effect control and ±100 the full control effect
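Kinase-Glo Plus luminescence measured ATP left after a 1 h room-temperature reaction. The reaction used 5 nM GALK, 100 uM galactose and 35 uM ATP at pH 8.0 (20 mM HEPES, 5 mM MgCl2, 60 mM NaCl, 1 mM DTT, 0.01% BSA).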
a7 integrin act – integrin-mediated muscular dystrophy alleviation activation | 350,000 compounds, 0.064% hits | alpha7betagal myoblasts, beta-gal FDG fluorescence, 48 h | Potency, µM (doses to about 38.3 µM), for the others: top-dose activation, hits mostly activators;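 further: potency means the concentration at half of the fitted maximal effect; 100% = response of the positive control SU9516; nearly all actives have a fitted effect of over 60% in size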
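alpha7betagal+/- myoblasts (passage 13, 250/well) treated 48 h at 37C with compounds at 1:260 dilution of DMSO stock. Lysed, then beta-galactosidase activity read as FDG fluorescence (ex 480/em 540) after 30 min, with pre-read for autofluorescence.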
ASM inhibitor – inhibitors of human secretory acid sphingomyelinase; P17405; Potency, µM (doses to about 57.5 µM), without a hit: at the top dose activity change, negative = inhibition, hits mostly inhibitors; placental ASM, HMU-PC fluorogenic substrate, 60 min; AID 504937; 340,000 compounds, 0.006% hits; further: potency means the concentration at half of the fitted maximal effect
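Steps: dispense placental human ASM, pin compound, wait 10 min at room temperature, add HMU-PC0 substrate at 9 uM final, incubate 60 min at 37 °C, add stop solution raising pH to 10, read fluorescence.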
PKM2 act – activators of human pyruvate kinase M2. P14618. purified PKM2, Kinase-Glo ATP luminescence, activation; response scale: 0% is enzyme alone, no compound. Potency, µM (doses to about 57.5 µM), for the others: top-dose activation, usual class: activators. 260,000 compounds, 0.34% hits; further: potency means the concentration at half of the fitted maximal effect; on the % scale 0 is the no-effect control and ±100 the full control effect; nearly all actives have a fitted effect of over 55% in size
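Purified hPK-M2 (>95%) run at intermediate activity with 0.1 mM ADP and 0.5 mM PEP in 50 mM imidazole pH 7.2, KCl, MgCl2; 1 h room temperature. ATP formed read by Kinase-Glo luminescence; normalized to uninhibited and no-enzyme controls.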
Giardia killer – kills Giardia lamblia | Giardia lamblia trophozoite viability | activity change, % at 7.66 µM, hits read low | 340,000 compounds, 0.15% hits | AID 540267; in the data active means activity change below about -80%; inconclusive means between about -30% and that limit;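 further: parasites exposed to compound for two days anaerobically before the ATP read; on the % scale 0 is the no-effect control and ±100 the full control effect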
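Trophozoites 100 cells/well + cpd; 48 hrs, 37 deg C, anaerobic. ATPLite 1-Step added, 15-30 min RT, luminescence read (ATP-based viability).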
PTAP TSG101 blk – blocks PTAP/TSG101 interaction to inhibit HIV-1 budding; Q99816; Fluorescence polarization, FITC-PTAP peptide / Tsg101 binding; Potency, µM (highest dose often 115 µM), for inactives: top-dose activity change, negative = inhibition, most hits filed as inhibitors; 340,000 tested, under 10 active; active means well fitted inhibition curve with a large enough effect in the main read-out, with a control signal flat, not every such curve was filed as active; inconclusive means small, poorly fitted or top-dose-only effect, or effect the other way, or a change in a side signal; inactive means no such curve, though single readings can be large or run the other way; further: potency means the concentration at half of the fitted maximal effect; % of control where 0% means no effect
Target sequence (Q99816 whole entry, looked up): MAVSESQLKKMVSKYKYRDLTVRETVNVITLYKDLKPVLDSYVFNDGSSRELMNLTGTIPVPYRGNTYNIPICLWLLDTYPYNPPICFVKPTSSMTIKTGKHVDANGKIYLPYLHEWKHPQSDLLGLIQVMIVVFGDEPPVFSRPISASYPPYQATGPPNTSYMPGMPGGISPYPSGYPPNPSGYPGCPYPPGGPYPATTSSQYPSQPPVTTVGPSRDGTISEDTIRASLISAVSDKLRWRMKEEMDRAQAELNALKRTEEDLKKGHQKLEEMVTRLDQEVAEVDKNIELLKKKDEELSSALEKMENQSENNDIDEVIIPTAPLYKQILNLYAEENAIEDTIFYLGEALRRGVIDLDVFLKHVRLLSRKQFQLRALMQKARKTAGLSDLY
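Fluorescence anisotropy tracks displacement of a FITC-tagged PTAP peptide (50 nM) from the Tsg101 binding domain (10 uM), following a 20 min room-temperature incubation at pH 7.5.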
Tb PFK block – T. brucei PFK enzyme inhibition | Potency, µM (series often up to 57.5 µM), for inactives: at the highest dose activity, negative = inhibition, usual class: inhibitors | 330,000 compounds, 0.17% hits | T. brucei PFK, ADP-Glo luminescence | AID 485367;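 further: potency means the concentration at half of the fitted maximal effect; 0% = uninhibited 1x PFK enzyme wells and -100% = no-enzyme wells; nearly all actives have a fitted effect of over 60% in size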
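Luminescent ADP detection (ADP-Glo, two-step: ATP depletion then ADP-to-ATP conversion for luciferase) reported PFK activity after 45 min room-temperature reaction of 1.25 nM enzyme with 0.5 mM F6P and 0.1 mM ATP at pH 8.0.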
Coupling enz – counter-screen for Giardia aldolase inhibitors: coupling enzyme system; activity change, negative = inhibition, % at 58.2 µM, hits read low; coupling enzyme system counterscreen, AmpLite Red fluorescence; 290,000 compounds, 0.67% hits; in the data active means activity change below about -30%; further: on the % scale 0 is the no-effect control and ±100 the full control effect
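Compounds tested against the coupling enzymes alone at 57.5 uM final; readout was AmpLite Red fluorescence (525/598 nm) after 20 min at RT.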
Chronic BCR inh – inhibitors of chronic active B-cell receptor signaling. ABC-DLBCL IkBa-CBG/CBR reporter, luminescence ratio, 4 h. 340,000 compounds, 0.05% hits. AID 493014. Potency, µM (top dose mostly 46.1 µM), inactives show at the top dose ratio change, negative = lower green/red ratio, actives largely listed as inhibitors; active means well fitted inhibition curve with a large enough effect in the signal ratio, with a control signal flat, not every such curve was filed as active; inconclusive means small, poorly fitted or top-dose-only effect, or effect the other way, or a change in a side signal; the % refers to the signal ratio;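 further: potency means the concentration at half of the fitted maximal effect; plate controls were basal doxycycline-induced cells for no effect and cells given 10 µM MG132 for full effect; MG132 reads +100%, hits lower the ratio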
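Cell line TMD8 (human ABC DLBCL), stably expressing tet-inducible CBG68-IkBa fusion and CBR; IMDM/0.5% FBS; cpd up to 46 uM; dox induction, 4 h, 37C/5% CO2; dual luminescence; green/red ratio; MG132 control.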
B2AR arrestin – agonists driving beta-arrestin recruitment to human beta2-adrenergic receptor | 330,000 compounds, 0.02% hits | AID 492947 | beta-arrestin recruitment to beta2AR, cell-based reporter | Potency, µM (highest dose often 46.1 µM), inactives show at the top dose activation, actives largely listed as activators | P07550;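 further: potency means the concentration at half of the fitted maximal effect; 0% = DMSO controls and full agonism = EC100 isoproterenol or metaproterenol; nearly all actives have a fitted effect of over 65% in size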
Menin MLL FP TR – displaces Texas Red mutant MLL peptide from human menin. O00255. Menin + Texas Red MLL mutant peptide, fluorescence polarization. Potency, µM (titrated, usually from 61.6 µM), without a hit: top-dose FP activity change, negative = inhibition, hits mostly inhibitors. 270,000 compounds, 0.23% hits. AID 1768; active means well fitted inhibition curve with a large enough effect in the polarisation, with a control signal flat, not every such curve was filed as active; inconclusive means small, poorly fitted or top-dose-only effect, or effect the other way, or a change in a side signal; inactive means no such curve, though single readings can be large or run the other way; the % refers to the polarisation; further: potency means the concentration at half of the fitted maximal effect; % of control where 0% means no effect; many of its hits are not listed in these tables
Target sequence (O00255 whole entry, looked up): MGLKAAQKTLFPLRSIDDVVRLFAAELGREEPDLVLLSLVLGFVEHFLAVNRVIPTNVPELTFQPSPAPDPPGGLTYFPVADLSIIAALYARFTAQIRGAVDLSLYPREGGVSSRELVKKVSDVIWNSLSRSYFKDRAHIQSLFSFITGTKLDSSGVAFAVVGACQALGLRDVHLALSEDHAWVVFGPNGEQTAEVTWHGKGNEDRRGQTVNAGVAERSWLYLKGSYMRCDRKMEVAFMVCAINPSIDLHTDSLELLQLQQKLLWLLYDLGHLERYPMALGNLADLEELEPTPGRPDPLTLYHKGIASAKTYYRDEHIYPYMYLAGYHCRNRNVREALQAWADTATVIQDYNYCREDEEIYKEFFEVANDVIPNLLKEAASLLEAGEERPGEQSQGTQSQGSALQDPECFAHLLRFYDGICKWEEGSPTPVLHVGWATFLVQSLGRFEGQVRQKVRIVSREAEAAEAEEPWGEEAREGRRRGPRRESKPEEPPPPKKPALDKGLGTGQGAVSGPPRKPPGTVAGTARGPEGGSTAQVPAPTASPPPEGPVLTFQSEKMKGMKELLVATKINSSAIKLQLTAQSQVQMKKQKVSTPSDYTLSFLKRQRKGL
An asterisk follows results filed as active; ? = inconclusive; . = no result given; [ ] = dose if it differs, or a comment. Unless noted, the call rests on the fitted dose curve; in most records, active means well fitted curve in the direction sought with a large enough effect; inconclusive means small, poorly fitted or top-dose-only effect, or another doubt; inactive means no such curve, though single readings can be large; an effect the other way counts as inactive or inconclusive. An excerpt, so the mix of outcomes need not match the whole.

SMILES	GALK inh	a7 integrin act	ASM inhibitor	PKM2 act	Giardia killer	PTAP TSG101 blk	Tb PFK block	Coupling enz	Chronic BCR inh	B2AR arrestin	Menin MLL FP TR
C=CCn1c(SCc2ccc(Cl)cc2)nc2cc(C(=O)N3CCC(C(N)=O)CC3)ccc2c1=O	0%	25%	-26%	8%	58[activator]	-9%	5%	1	-3%	6.4%	-2%
CCOc1cc(/C=N/NC(=O)c2nnn(-c3nonc3N)c2C)ccc1OCc1cccc(F)c1	-4%	-12%	0%	.	18	-2%	-1%	.	11%	-0.6%	.
COc1ccccc1C1(CCNC(C)c2cccs2)CCOC(C(C)C)C1 (stereo not given)	-1%	-69%[inhibitor]	-3%	-6%	6	-1%	2%	2	?	0.0%	.
O=C(CCC(=O)c1cccs1)NCc1cccc(Cl)c1	.	-13%	3%	.	-19	2%	-12%	.	?	0.1%	.
CCOc1ccccc1NC(=O)C1C2C=CC(O2)C1C(=O)O (stereo not given)	-1%	-9%	3%	-1%	19	0%	1%	1	?	-0.1%	-29%
CC(C)(C)OC(=O)N[C@@H](Cc1ccccc1)C(=O)N[C@@H](CO)[C@H](O)[C@@H]1C[C@@H]1C(=O)N1CCCC1	.	5%	5%	1%	28	.	1%	0	-1%	-0.4%	-2%
COCc1cc(C)nc(SCC(=O)Nc2nc(C)cs2)c1C#N	0%	5%	15%	4%	-17	-4%	-1%	-2	15%	-0.2%	14%
CCC(=O)Nc1sc(C(=O)Nc2ccccc2F)c(C)c1C(=O)OC	2%	12%	-2%	-11%	-3	-1%	-2%	3	12%	0.1%	-19%
CCOC(=O)c1c(CC(C)C)csc1NC(C)=O	1%	-4%	-1%	0%	3	-6%	-7%	-3	4%	-0.2%	-4%
O=C(COC(=O)Cn1cnc2ccccc2c1=O)NCc1ccccc1	.	14%	3%	.	-4	-11%	4%	.	2%	-0.2%	.
CC(Cl)C(=O)N1c2ccccc2CCc2ccccc21 (stereo not given)	2%	-19%	2%	1%	8	-4%	0%	2	-3%	-0.2%	-5%
CS(=O)(=O)Nc1ccc(N2CCN(c3ccc(C(F)(F)F)cn3)CC2)nc1	-2%	-18%	-5%	-8%	-16	1%	2%	2	?	-0.1%	.
CCOC(=O)c1c(NC(=O)CN2C(=O)CN(C)C2=O)sc(C)c1C	-1%	-6%	-3%	1%	-5	1%	-5%	1	-3%	0.4%	-11%
Cc1nn(-c2ccc(Cl)cc2Cl)c(C)c1C(=O)O	2%	-10%	3%	-3%	-24	-3%	-3%	4	-3%	-0.4%	6%
Cc1ccc(S(=O)(=O)NC(CC(N)=O)C(=O)O)cc1 (stereo not given)	6%	14%	7%	-4%	12	-5%	4%	3	-1%	-0.3%	-1%
COCCCN=CC1=C(O)CC(C)(C)CC1=O	2%	13%	7%	2%	-6	.	-7%	3	-9%	0.4%	-9%
CCCOc1ccc(C(=O)C(CN2CCOCC2)c2ccccc2)cc1 (stereo not given)	-3%	-63%[inhibitor]	0%	24%	-18	-7%	0%	-2	?	-0.3%	3%
COc1cc2[nH]c(=S)nc(NCCc3ccc(S(N)(=O)=O)cc3)c2cc1OC	-1%	22%	0%	-1%	-2	-5%	-5%	-2	?	-0.2%	5%
O=C(COC(=O)c1ccccc1-c1ccccc1[N+](=O)[O-])c1ccccc1	-4%	-18%	0%	-12%	-2	4%	1%	-7	17%	-0.3%	13%
COc1cccc(/C=N/n2c(N)c(S(=O)(=O)c3cccs3)c3nc4ccccc4nc32)c1	0%	?	130%[activator]	9%	0	1%	-1%	1	3%	0.2%	?
O=C(N/N=C/c1ccc(OC(F)F)cc1)c1ccc(CSc2nc3ccccc3[nH]2)cc1	1%	-12%	-11%	2%	15	0%	6%	2	4%	-0.5%	?
O=C(/C=C/c1ccccc1)Nc1ccc(Br)cn1	0%	-37%	6%	5%	-17	-3%	4%	-2	?	0.1%	12%
O=C(Cc1ccccc1)Nc1nc2ccccc2[nH]1	-6%	18%	-1%	0%	16	-17%	-2%	1	-1%	-0.9%	6%
CC1CCCCC1NC(=O)CN1C(=O)NC(C)(c2ccc(OC(F)F)cc2)C1=O (stereo not given)	7%	2%	3%	-7%	1	-1%	1%	5	2%	4.0%	8%
Oc1ccccc1N1CCN(C(=S)NCc2ccccc2)CC1	13%	-21%	0%	-3%	0	-1%	-2%	0	-2%	-0.3%	?
N#Cc1c(NC(=O)CCCN2C(=O)c3ccccc3C2=O)oc(-c2ccccc2)c1-c1ccccc1	4%	11%	-8%	-2%	16	-4%	6%	4	7%	-1.2%	?
O=C(CCN1C(=O)c2ccccc2C1=O)N1CCN(C2c3ccccc3-c3ccccc32)CC1	-2%	-6%	-7%	0%	1	-2%	0%	1	-3%	-0.1%	-12%
O=C(CNS(=O)(=O)c1cccc(Br)c1)NCCCc1ccccc1	14%	-4%	-1%	7%	9	-5%	1%	-1	3%	-0.2%	-12%
CC[C@]12c3[nH]c4ccc(OC)cc4c3CCN1C(=O)C(CC(=O)NCCCOC)C[C@@H]2C(=O)N1CCN(C(=O)C2CC2)CC1 (stereo not given in full)	.	12%	8%	.	-5	4%	-1%	.	0%	-0.9%	.
CCN1CCN(c2cc3c(nn2)Oc2ccccc2N3C)CC1	.	-11%	360%[activator]	-3%	-9	-8%	0%	-2	8%	0.0%	-7%
CCCCc1c(C)[nH]c2nc3ccccc3n2c1=O	-4%	-15%	5%	1%	-4	-2%	1%	1	8%	2.6%	11%
c1ccc(-c2csc3ncn4nnnc4c23)cc1	-1%	0%	-2%	5%	4	-8%	2%	4	9%	0.1%	-7%
O=C(c1ccc(Cl)c(S(=O)(=O)N2CCOCC2)c1)N1CCCC1	13%	-17%	8%	.	-30	0%	-1%	0	-13%	0.0%	2%
O=C1C=C(c2cc(Cl)cc(Cl)c2)C[C@@H](c2ccc(F)cc2)C1	.	5%	-4%	.	7	0%	0%	.	12%	0.0%	.
O=C(N/N=C/c1ccncc1)c1ccc2c(c1)OCO2	-2%	11%	-5%	0%	28	0%	7%	0	?	0.0%	-5%
CC1CCc2nn(CC(=O)NCCN3CCCCC3C)cc2C1 (stereo not given)	0%	-9%	-1%	-3%	0	-6%	5%	-2	6%	-0.3%	1%
O=C(c1ccncc1)N1CCN(c2ccc(F)cc2)CC1	0%	-5%	-1%	-9%	9	-1%	2%	-3	?	-1.2%	10%
CCCc1nnc(SCC(=O)Nc2ccc(OC)cc2)n1N	-1%	-17%	1%	-13%	-10	-5%	-12%	-12	6%	-0.3%	0%
COc1cc(OC)cc(C(=O)NNC(=O)c2ccc3ccccc3n2)c1	.	-46%[inhibitor]	-3%	.	6	0%	19%	.	?	-1.0%	.
O=C(COc1ccccc1)Nc1cc2c3c(c1)CC(=O)N3CCC2	.	5%	0%	.	13	-4%	3%	.	-9%	0.0%	.
CC(C)(C)c1ccc(/C=C(\C#N)C(=O)NCCN2CCOCC2)cc1	3%	-10%	-1%	-10%	-13	0%	-5%	2	-2%	0.0%	-25%
Cc1ccc(N(C(=O)Cn2nnc3ccccc32)C(C(=O)NCc2ccco2)c2ccc(C)o2)cc1 (stereo not given)	-4%	20%	3%	3%	-17	0%	7%	-1	0%	0.3%	?
CCCCCc1cc(=O)oc2c(C(CCN3CCCC(C)C3)c3ccc(OC)cc3)c(OC)cc(OC)c12 (stereo not given)	0%	-38%	-13%	11%	0	-1%	-3%	0	0%	-0.3%	.
O=C(O)C1Cc2ccccc2CN1C(=O)COc1ccc(Cl)cc1 (stereo not given)	14%	-18%	2%	4%	2	-4%	1%	4	8%	-1.0%	5%
O=C(NCc1cccnc1)C(=O)NCC1OCCN1S(=O)(=O)c1ccc(F)cc1 (stereo not given)	.	-10%	2%	1%	19	-6%	?	-2	0%	-0.3%	-3%
CC[C@H](C)[C@@H]1NC(=O)c2cc([N+](=O)[O-])cc(F)c2NCCCC[C@@H](C(N)=O)NC(=O)[C@H](CCCCN)NC1=O	.	13%	-6%	-4%	4	0%	0%	0	3%	0.1%	-6%
CSCCC(NS(=O)(=O)c1ccc2c(c1)Cc1cc(S(=O)(=O)NC(CCSC)C(=O)O)ccc1-2)C(=O)O (stereo not given)	.	26%	-1%	.	-4	-5%	2%	17	1%	-0.7%	1%
O=C(Cc1ccccc1[N+](=O)[O-])NCCc1ccc(F)cc1	-1%	4%	-3%	-3%	7	-4%	0%	-1	-1%	0.2%	-2%
C/C(=C\c1ccccc1)C(=O)Nc1nccs1	-1%	8%	-2%	0%	-17	-2%	2%	2	1%	0.2%	9%
